# Screens (PubChem BioAssay)
# p53ts 39C kill: p53ts cell cytotoxicity, nonpermissive temperature. H1299-p53A138V viability at 39C, ATP luminescence, 24 h. Potency, µM (highest dose often 46.1 µM), for inactives: at the highest dose activity change, negative = cell killing, hits mostly cytotoxic. 1.5% of 130,000 active; further: nearly all actives have a fitted effect of over 55% in size
# IkB signaling: inhibitors of IkB signaling in ABC-DLBCL cells. 0.04% of 110,000 active. ABC-DLBCL IkBa-CBG/CBR dual luciferase ratio, 4 h; response scale: scaled: untreated 0%, proteasome inhibitor 100%. Potency, µM (doses to about 57.1 µM), without a hit: top-dose IkBa stabilization activation; active means well fitted curve in the direction sought with a large enough effect in the signal ratio, not every such curve was filed as active; inconclusive means small, poorly fitted or top-dose-only effect, or a change in a side signal; the % refers to the signal ratio;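 further: the direction sought is a rising ratio; 0% = basal untreated cells and 100% = reference inhibitor full response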
#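 Curves were fitted separately to fusion (green), unfused (red) and ratio luminescence, then classed by r2, magnitude and activity. Cells: OCI-Ly3, 4 h compound plus doxycycline at 37C; 10 uM MG-132 defined full response.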
# p53ts 32C kill: cytotoxicity in p53ts cells at permissive temperature; H1299-p53A138V at 32C, ATP luminescence viability, 24 h; Potency, µM (series often up to 46.1 µM), without a hit: at the highest dose activity change, negative = cytotoxicity, usual class: cytotoxic; 0.93% of 130,000 active;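 further: 0% = DMSO and -100% = full killing by reference compound; nearly all actives have a fitted effect of over 55% in size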
#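 Viability by ATPlite luminescence after 24 h compound treatment (up to 46 uM) at the permissive 32C. Cells are H1299 carrying p53 A138V. Scale runs from DMSO basal to 100 uM tamoxifen as full kill; AC50 from Hill fits.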
# Imprint erasure: inducers of genomic imprint erasure in mouse ES cells | mouse ES Peg3-LacZ reporter, beta-gal luminescence, 40 h | Potency, µM (doses to about 60.7 µM), inactives show top-dose activity change, positive = activation, actives largely listed as activators | 0.02% of 110,000 active | AID 1948;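 further: 0% = negative control wells on the plate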
#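 Gelatin-coated wells received 300 freshly trypsinized female ES cells with a Peg3LacZ-Neo reporter on the maternal allele, then incubated 40 hours at 37C. BetaGlo was added for 5 minutes at room temperature before a single luminescence read.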
# Active calls of the source: *; ? = inconclusive; · = no result given; [ ] = dose if it differs, or a comment. Unless noted, the call rests on the fitted dose curve; in most records, active means well fitted curve in the direction sought with a large enough effect; inconclusive means small, poorly fitted or top-dose-only effect, or another doubt; inactive means no such curve, though single readings can be large; an effect the other way counts as inactive or inconclusive. Unless noted, on the % scale 0 is the no-effect control and ±100 the full control effect; potency means the concentration at half of the fitted maximal effect. Not a hit list; about 1.8% have a hit in one of these screens.
# Screens in order: p53ts 39C kill | IkB signaling | p53ts 32C kill | Imprint erasure
COc1ccc(N2CCN(C(=O)c3ccc(C)c(Cl)c3)CC2)cc1
    -4% | 0.8% | 0% | -19%
Clc1cccc(CSC2=NCCCN2)c1
    -15% | · | -2% | ·
N#CC1=C2SCN(C3CCCCC3)CN2C(=O)CC1c1ccc(Br)cc1 (centres undefined)
    41%[activator] | ? | 6% | -11%[10.9 µM]
Cc1cc(C)n2nc(SCc3nc4ccccc4[nH]3)nc2n1
    -16% | 2.3% | -9% | -3%
CC1Oc2ccccc2N(CC(=O)c2ccccc2)C1=O (centres undefined)
    10% | -0.6% | 1% | 10%
CCOc1ccccc1-n1c(SCC(=O)NCc2ccco2)nnc1-c1ccncc1
    11% | 0.5% | 9% | 7%
COc1ccc(S(=O)(=O)N(C)CC(=O)N2CCOCC2)cc1Cl
    5% | 0.3% | 0% | -3%
COc1ccc2c(c1)c1c(c(=O)n(-c3cccc(C)c3)c(=O)n1CC(=O)NCC1CCCO1)n2C (centres undefined)
    14% | -2.7% | 9% | 8%[10.9 µM]
CC(=O)c1cccc(-n2c(CCC(=O)O)ccc2-c2ccccc2)c1
    -15% | ? | 5% | -7%[10.9 µM]
COc1ccccc1NCc1nnc2n1CCCCC2
    32%[activator] | -1.9% | 3% | 11%[10.9 µM]
CC1(C)C(=O)C=C[C@]2(C)C1CC(=O)[C@]1(C)C2CC[C@@]2(C)C(c3ccoc3)OC(=O)C3O[C@@]321 (some centres undefined)
    236%[activator] | · | 18% | -29%
Cn1cnc(S(=O)(=O)N2CCCC(C(=O)NCc3ccc(F)cc3)C2)c1 (centres undefined)
    -6% | -2.2% | -8% | -8%[10.9 µM]
CCOC(=O)c1cnc2c(C)cc(C)cc2c1Nc1ccc(N2CCOCC2)cc1
    -4% | ? | 1% | -14%[10.9 µM]
Cc1ccccc1OCC(=O)NN1CCN(C)CC1
    10% | · | 21% | ·
O=c1cc(-c2ccc(F)cc2)nc(SCc2nc(-c3cccc(Cl)c3)no2)[nH]1
    7% | 0.8% | 4% | 6%[10.9 µM]

# Screens in order: p53ts 39C kill | IkB signaling | p53ts 32C kill | Imprint erasure
CCOC(=O)Nc1sc(C)nc1-c1ccccc1
    -8% | 0.3% | -6% | 17%
CC(=O)Nc1cc(NC(C)=O)c(CC(C)C)s1
    -8% | -0.6% | -2% | 16%
O=C(O)CCn1cnc2c(=S)nc[nH]c21
    11%[9.22 µM] | 1.2%[11.4 µM] | -4%[9.22 µM] | 0%[10.9 µM]
CSc1cccc(NC(=O)CN(C)S(=O)(=O)c2ccc3c(c2)CCCN3C(C)=O)c1
    ? | ? | -4% | -12%[10.9 µM]
CCN(Cc1ccccc1)S(=O)(=O)c1ccc(S(=O)(=O)N2CCN(CCC#N)CC2)cc1
    4% | -1.6% | 6% | -10%
O=C(OC1CSc2nc3ccccc3n2C1)c1ccco1 (centres undefined)
    -2% | 0.1% | 0% | -5%
CCCCOC(=O)Nc1sc2c(c1C(=O)OC)CCC2
    4% | -0.9% | 0% | -15%
Cc1ccccc1Nc1nc(N)c(C(=O)c2ccccc2Cl)s1
    62%[activator] | ? | -5% | 8%[10.9 µM]
Cc1nnc(NC(=O)CC(NC(=O)C(F)(F)F)c2ccccc2)s1 (centres undefined)
    -17% | · | -7% | ·
O=C(CSc1ccccc1)NCc1ccc2c(c1)CCN2C(=O)c1ccc(Cl)cc1
    ? | -0.6% | -5% | -15%[10.9 µM]
O=C(COC(=O)C1=COCCO1)Nc1ccc2c(c1)OCO2
    -6% | 0.9% | -3% | 3%
COc1cccc(NC(=O)Cn2c(=O)ccc3cc(S(=O)(=O)N4CCC(C)CC4)ccc32)c1
    -13% | ? | -1% | -12%[10.9 µM]
CSc1nc2c([nH]c3ccccc32)c(=O)n1-c1ccc(F)cc1
    -27% | -0.8% | 1% | 12%[10.9 µM]
CCOC(=O)N1CCC(NC(=O)c2ccc3snnc3c2)CC1
    -6% | 0.9% | 0% | -7%
O=C(NCCCc1ccccc1)c1nn(-c2ccccc2)nc1CO
    -12% | ? | -3% | -3%[10.9 µM]

# Screens in order: p53ts 39C kill | IkB signaling | p53ts 32C kill | Imprint erasure
O=C(O)C1CC=CCC1C(=O)N1CCc2ccccc21 (centres undefined)
    10% | · | 9% | ·
Cc1oc2ncn(C)c(=O)c2c1C(=O)N(C)c1ccccc1F
    -9% | -1.3% | -1% | 6%[10.9 µM]
COC(=O)N[C@H](c1ccccc1)[C@@]1(C)C[C@@H]1[C@@H](C)C(=O)Nc1ccc2ccccc2c1
    -5% | · | -7% | 13%
CCCOc1ccccc1C1NC(=O)NC(C)=C1C(=O)OCCOC (centres undefined)
    -6% | 1.4% | 6% | -9%
CCCCNC(=O)C(CC)Sc1nnc(-c2ccc(F)cc2)c(-c2ccc(F)cc2)n1 (centres undefined)
    24% | -0.8% | 20% | -16%[10.9 µM]
CCOC(OCC)P(=O)(O)CCCNCc1ccc(Cl)c(Cl)c1
    -10% | 0.4% | 5% | -8%
COc1ccc(-n2c(=O)c3c4c(sc3n(Cc3cc(C)ccc3C)c2=O)CN(C(C)=O)CC4)c(OC)c1
    -11% | 7.0% | 10% | -8%[10.9 µM]
COc1ccc(C(=O)Nc2ccccc2C(=O)OCc2cc(=O)n3nc(C4CC4)sc3n2)cc1
    -29% | 0.3% | -6% | ?
COc1ccc(CNC(=O)C(=O)NCC(c2cccs2)S(=O)(=O)c2cccs2)cc1 (centres undefined)
    -6% | -1.5% | -3% | 15%[10.9 µM]
CCOc1ccccc1CNC(=O)CCCn1ccc2cc(S(=O)(=O)N3CCCC3)ccc21
    -7% | ? | 4% | 4%[10.9 µM]
CCN1C(=O)c2ccccc2S(=O)c2ccc(C(=O)N3CCN(c4cccc(C)c4)C(C)C3)cc21 (centres undefined)
    ? | ? | 13% | -14%[10.9 µM]
O=C(CN1C(=O)c2ccccc2S1(=O)=O)N1CCN(Cc2ccc3c(c2)OCO3)CC1
    4% | 1.8% | 11% | -9%
CCn1c(SCC(=O)NC(C)(C)C)nc(O)cc1=O
    12% | 2.2% | 6% | -1%
CCCCC(CC)CNC(=O)CN(C)S(=O)(=O)c1cccc2nsnc12 (centres undefined)
    -2% | 1.1% | -12% | -8%
COc1ccc(N2CCN(C(CNC(=O)c3cccc(Cl)c3)c3cccnc3)CC2)cc1 (centres undefined)
    -5% | 2.7% | -17% | -5%

smiles | p53ts 39C kill | IkB signaling | p53ts 32C kill | Imprint erasure
Cc1c(C(=O)NCc2cccc(Cl)c2)sc2nc3n(c(=O)c12)CCC3 | 2% | -0.5% | 9% | -6%[10.9 µM]
COc1ccc(OC)c(NC(=O)[C@H]2CC=CC[C@H]2C(=O)O)c1 | 13% | 0.1% | -17% | 6%
CN(C)c1ccc(CNC(=O)c2ccc3nc(CCc4ccccc4)oc3c2)cc1 | -12% | 0.9% | 9% | -20%[10.9 µM]
Clc1ccc(-c2noc3ncnc(NC4CCCCC4)c23)cc1 | -29% | -0.2% | -1% | 18%[10.9 µM]
c1ccc2c(c1)CCCN2Cc1nnnn1C1CCCC1 | 1% | 0.3% | -19% | -11%
CC(C)(C)c1ccc(OCCSc2nc(-c3cccs3)nc3cc(=O)[nH]n23)cc1 | -1% | ? | 12% | -8%[10.9 µM]
COc1ccc(C)cc1NC(=O)c1cc2c(=O)n3cccc(C)c3nc2s1 | 8% | 5.1% | 3% | -3%[10.9 µM]
COc1ccc(Nc2nc(S(=O)(=O)c3ccc(C)cc3)c(Cl)s2)cc1 | -18% | · | ? | ·
OC1C2CN3CCN(C2)CC1(Cc1ccccc1)C3 (centres undefined) | 10% | · | 2% | ·
CCC(=O)N1CCc2cc(CNC(=O)C(CC)c3ccccc3)ccc21 (centres undefined) | -13% | -4.4% | 3% | -5%[10.9 µM]

smiles | p53ts 39C kill | IkB signaling | p53ts 32C kill | Imprint erasure
CS(=O)(=O)N1CCC2(CC1)CN(c1ncccn1)C2 | 6% | 1.7%[11.4 µM] | 7% | ·
CCOC(=O)c1cccc(NC(=O)CCS(=O)(=O)c2ccc3c(c2)CCN3C(=O)CC)c1 | 19% | ? | 6% | -8%[10.9 µM]
O=C(Nc1ccccc1)C1CC(=O)N(C2CCCCC2)C1 (centres undefined) | 12% | 0.3% | 2% | -5%
O=C(NCc1ccc2c(c1)OCO2)c1nn(-c2ccccc2)c(=O)c2ccccc12 | -13% | -1.0% | 6% | -10%
O=C(CSc1nc(-c2ccc(F)cc2)cs1)N1CCOCC1 | -9% | -1.6% | -10% | -36%[inhibitor]
O=C(Nc1ccc(N2CCN(C(=O)c3ccccc3)CC2)cc1)c1cc2ccccc2o1 | -4% | -0.8% | 4% | -7%
Cc1ccc(-n2ncc3c(NCc4ccccc4)ncnc32)cc1 | -6% | -1.9% | -7% | 5%
O=C(CCS(=O)(=O)c1cc(Br)cc2c1N(C(=O)C1CC1)CC2)NCC1CCCO1 (centres undefined) | 3% | -2.2% | 10% | -16%
O=C(CC1C(=O)N(c2ccccc2)C(=O)N1CCc1cccs1)Nc1ccc(Cl)cc1 (centres undefined) | -5% | ? | -13% | ?
CCCOC(=O)C1=C(C)NC2=C(C(=O)CCC2)C1c1cccs1 (centres undefined) | -3% | 3.1% | -1% | -10%

# Given as labelled records: three of the compounds above.
SMILES: O=C(CC1C(=O)N(c2ccccc2)C(=O)N1CCc1cccs1)Nc1ccc(Cl)cc1 (centres undefined)
  p53ts 39C kill: -5%
  IkB signaling: ?
  p53ts 32C kill: -13%
  Imprint erasure: ?
SMILES: O=C(Nc1ccc(N2CCN(C(=O)c3ccccc3)CC2)cc1)c1cc2ccccc2o1
  p53ts 39C kill: -4%
  IkB signaling: -0.8%
  p53ts 32C kill: 4%
  Imprint erasure: -7%
SMILES: Cc1ccc(-n2ncc3c(NCc4ccccc4)ncnc32)cc1
  p53ts 39C kill: -6%
  IkB signaling: -1.9%
  p53ts 32C kill: -7%
  Imprint erasure: 5%

# Continuation:
smiles | p53ts 39C kill | IkB signaling | p53ts 32C kill | Imprint erasure
CCNc1nc(N)nc(Oc2ccc(OCC)nn2)n1 | -8% | -0.3% | -3% | -1%
COc1ccc(NC(=O)C2CCN(C(=O)c3ccccc3)CC2)cc1OC | -8% | · | -7% | ·
CCOC(=O)c1[nH]c2c(c1Cc1ccccc1C)C(=O)CC(c1cc(OC)ccc1OC)C2 (centres undefined) | -12% | ? | 10% | -7%[10.9 µM]
CCN(CC)c1ccc(NC(=O)C2CCCN(S(=O)(=O)c3ccc4c(c3)oc(=O)n4C)C2)c(C)c1 (centres undefined) | 0% | 2.0% | 2% | -19%[10.9 µM]
Cc1noc(C)c1C(=O)N1CCC[C@@]2(CCN(Cc3ccc(C#N)cc3)C2)C1 | -6% | 2.0%[11.4 µM] | -6% | ·
OCCN(Cc1ccccc1)Cc1ccccc1Cl | 7% | -0.5% | -7% | -12%
O=C(c1ccc(CNS(=O)(=O)c2cccc(C(F)(F)F)c2)cc1)N1CCOCC1 | 5% | -1.1% | 6% | -7%
Cc1noc(C)c1CSc1nnc(-c2cccnc2)n1C1CCCCC1C (centres undefined) | 1% | 0.2% | -1% | -8%
COc1ccc(OC)c(S(=O)(=O)N2Cc3ccccc3CC2C(=O)O)c1 (centres undefined) | 19% | 1.9% | 2% | -9%
Cc1cc(NC(=O)C2CCN(S(=O)(=O)c3cnc[nH]3)CC2)ccc1Br | -7% | 0.4% | 7% | -12%

smiles | p53ts 39C kill | IkB signaling | p53ts 32C kill | Imprint erasure
CC1=C(C(=O)OC(C)C)C(c2ccccc2Cl)CC(=O)N1 (centres undefined) | 4% | 1.9% | 18% | -13%
Cc1ccc(CSCCC(=O)N2CCN(c3cc(C)ccc3C)CC2)cc1 | -21% | ? | 3% | -17%[10.9 µM]
CC(C)OC(=O)c1cccnc1SCc1cc(=O)n2ccccc2n1 | -11% | ? | -10% | -26%
Cc1ccc(C)c(S(=O)(=O)n2nc(C)c(S(=O)(=O)N3CCC(C)CC3)c2C)c1 | -11% | 1.4% | -5% | -8%[10.9 µM]
CCCCCCP(=O)(O)c1ccccc1 | 0% | 2.6% | 2% | -5%
NC(=O)c1nsnc1-c1ccccc1O | 2% | ? | -2% | -3%
OC[C@@H]1O[C@@H](N2CCN([C@@H]3O[C@@H](CO)[C@@H](O)[C@H](O)[C@H]3O)CC2)[C@@H](O)[C@H](O)[C@H]1O | 16%[9.22 µM] | 0.6%[11.4 µM] | 8%[9.22 µM] | 1%[10.9 µM]
